Source: PubChem BioAssay (several laboratories)
Vc quorum ag – induces V. cholerae light production without autoinducers | actives 0.16% (n = 350,000) | activation, % at 18.7 µM | V. cholerae BH1578 lux reporter, luminescence, 6 h; in the data active = activation mostly above about 9.7%, no sharp cut-off; note: not every result past the cut was called active; inactives centre near 0; reference of the scale not given here
3CLpro inhibitor – SARS-CoV 3CLpro protease inhibition. recombinant SARS-CoV 3CLpro, quenched FRET peptide cleavage. AID 1706. P0C6X7. inhibition, % at 6 µM. actives 0.14% (n = 290,000); in the data active = inhibition above about 12%
BoNT-A LC inh2 – blocks Botulinum neurotoxin A light chain protease; multiplex microsphere protease substrate cleavage, flow cytometry; inhibition, % at 10 µM; actives 0.17% (n = 360,000); AID 588499; note: plate controls were buffer without enzyme for full effect and enzyme alone for no effect
Anthrax LF inh2 – blocks Bacillus anthracis lethal factor protease; P15917; multiplex microsphere protease cleavage assay, LF; inhibition, % at 10 µM; actives 0.12% (n = 360,000); AID 588501; note: plate controls were buffer without enzyme for full effect and enzyme alone for no effect
Target sequence (P15917 whole entry, looked up): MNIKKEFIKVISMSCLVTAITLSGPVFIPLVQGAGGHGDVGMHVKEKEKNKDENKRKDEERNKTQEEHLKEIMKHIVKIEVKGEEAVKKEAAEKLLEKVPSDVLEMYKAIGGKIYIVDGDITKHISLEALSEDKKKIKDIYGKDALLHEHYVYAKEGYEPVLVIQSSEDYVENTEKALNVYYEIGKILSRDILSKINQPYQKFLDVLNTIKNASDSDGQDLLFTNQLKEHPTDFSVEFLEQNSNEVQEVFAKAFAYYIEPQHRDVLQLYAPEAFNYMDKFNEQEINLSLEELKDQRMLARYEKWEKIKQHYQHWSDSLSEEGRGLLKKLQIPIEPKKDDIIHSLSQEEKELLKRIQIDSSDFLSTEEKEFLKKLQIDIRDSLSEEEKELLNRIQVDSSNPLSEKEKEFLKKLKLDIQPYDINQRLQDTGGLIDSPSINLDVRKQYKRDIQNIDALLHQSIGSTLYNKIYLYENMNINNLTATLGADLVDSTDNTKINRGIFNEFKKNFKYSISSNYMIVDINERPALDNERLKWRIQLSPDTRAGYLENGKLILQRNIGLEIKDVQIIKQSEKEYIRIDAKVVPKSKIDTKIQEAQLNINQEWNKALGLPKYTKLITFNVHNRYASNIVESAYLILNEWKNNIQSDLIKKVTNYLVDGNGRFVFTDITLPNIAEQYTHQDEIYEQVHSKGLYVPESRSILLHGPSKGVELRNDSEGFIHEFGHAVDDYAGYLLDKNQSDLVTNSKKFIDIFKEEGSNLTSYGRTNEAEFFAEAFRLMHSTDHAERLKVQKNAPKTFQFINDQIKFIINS
PrPC surface inh – inhibitors of human cell surface prion protein PrPC. TR-FRET read-out. inhibition, % at 13.8 µM. actives 0.43% (n = 370,000); in the data active = inhibition above about 24%; note: 0% = median of the test wells and 100% = reference compound wells
Y pestis TopoI – inhibitors of Yersinia pestis topoisomerase I. Y. pestis Topo-I cleavage product accumulation, plate reader. activity, % at 10 µM. actives 0.064% (n = 360,000). AID 504884; in the data active = activity above about 50%, passing the limit was not always enough; note: inactives centre near 2
PriA SSB inh – K. pneumoniae PriA-SSBct interaction inhibition | actives 0.6% (n = 430,000) | AlphaScreen SSBct-PriA binding, biotinylated peptide | inhibition, % at 33 µM; in the data active = inhibition mostly above about 37%, no sharp cut-off; inactive = mostly below about 20%;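 note: plate controls were negative control peptide for no effect and reference peptide for full effect; strong numbers were not always called active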
TcdB inh – inhibitors of Clostridioides difficile toxin B glycohydrolase; TcdB glycohydrolase enzymatic assay, plate reader; inhibition, % at 9.99 µM; actives 0.24% (n = 350,000); AID 652162; in the data active = inhibition above about 10%
PfHsp40 yeast – rescue of PfHsp40-mediated yeast toxicity | S. cerevisiae expressing PfHsp40, growth rescue, ATP luminescence | growth rescue, % at 12.5 µM | actives 0.68% (n = 340,000) | AID 504582; in the data active = growth rescue above about 28%, passing the limit was not always enough;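 note: yeast W303a lacking pdr1 and pdr3 grown in galactose medium; growth measured after three days at 30 °C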
* = called active by the depositor; i = inactive; x = not tested or not shown; & = joins results of further samples. Cut-off read from the data, not from the text of the source, unless noted: active = inhibition above about 30%; inconclusive = no clear call, values can overlap the other calls; inactive = below that.

item	smiles	BoNT-A LC inh2	Y pestis TopoI	Anthrax LF inh2	Vc quorum ag	3CLpro inhibitor	PfHsp40 yeast	TcdB inh	PrPC surface inh	PriA SSB inh
1	COc1cc(OC)cc(-c2nc(N)n[nH]2)c1	0.0	-2	3	i	1	1.0	x	-9	-3
2	CCOc1ccccc1OCCCC(=O)NC1CCCc2ccccc21 (stereo unspecified)	0.1	-10	-8	-0.7	1	1.3	0.5	2	-16
3	O=C(CS(=O)(=O)c1ccccc1)NC1CCCCC1	-0.6	6	-2	i	-6	-0.3	x	5	1
4	Cc1cccc(-n2ncc(C#N)c2N)c1	-0.3	1	-1	-0.5	-6	-0.2	x	2	-2&-17
5	COc1nc(-c2ccccc2)ncc1S(=O)(=O)c1ccccc1	-0.6	3	-6	i	2	-0.7	0.6	-4	-1
6	CCN(CCCNC(=O)CSc1cc(=O)n(C)c2cc(Cl)ccc12)Cc1ccccc1	-0.2	16	-2	-0.2	3	-1.6	0.4	-11	-12
7	Cc1ccc(CC(=O)Nc2nncs2)cc1	-1.7	5	4	i	-6	-0.2	x	1	-6
8	ClCC(CNCc1ccccc1)c1ccccc1 (stereo unspecified)	-0.7	8	-4	i	x	0.4	12*	-9	4
9	S=c1[nH]nc(-c2ccccn2)n1/N=C/c1ccc(-c2ccccc2Cl)o1	-1.5	6	-6	-0.1	-1	-1.2	2.4	1	x
10	O=[N+]([O-])c1cccc(/C=N/n2cnnc2)c1O	-0.7	-5	-2	i	1	-0.8	x	-3	x
11	CCCCn1c(N)c(C(=O)NCCN2CCOCC2)c2nc3ccccc3nc21	8.8	14	1	-1.0	-3	-0.2	x	-11	4
12	O=c1ccccn1CCOc1ccccc1Cl	-0.3	4	-1	-0.1	1	-0.7	x	-4	-3
13	COCCNc1nc(-c2ccc(OC)cc2C)c2sc(-c3ccccc3)cc2n1	7.0	10	4	-0.7	x	x	1.1	10	x
14	CC(=O)c1ccc(N2CCN(C(=O)C3CCCN3S(=O)(=O)c3cccc4nsnc34)CC2)cc1 (stereo unspecified)	-1.2	9	-2	i	0	0.4	0.6	-16	2
15	COc1ccc(NC(=O)CN(C)S(=O)(=O)c2cnc[nH]2)cc1	0.7	2	0	-0.2	3	-1.8	1.6	3	-7
16	COc1cccc(OCC(O)CN2CCN(C)CC2)c1 (stereo unspecified)	1.1	-5	-5	i	-1	0.1	0.6	-5	-8
17	O=C(O)c1cc(S(=O)(=O)N2CCCCC2)ccc1Cl	-1.4	0	3	i	-2	-0.4	0.1	-1	-3
18	Cc1ccc(C(=O)Nc2cccc(C(=O)NC3CCCCC3)c2)cc1	-0.6	12	0	i	4	-0.3	1.4	0	-16
19	CCOc1ccc(C(O)c2nccn2Cc2ccccc2)cc1 (stereo unspecified)	-0.7	1	-2	i	2	0.1	x	2	9
20	Cc1cccc(NC(=O)Cn2nc(C(F)(F)F)cc2C2CC2)c1	0.4	0	-3	0.9	-1	0.1	0.3	x	-26
21	Clc1ccccc1CN1CCN(c2cccc3[nH]ccc23)CC1	x	-2	x	-0.6	0	-1.1	x	x	21
22	O=C1c2cccc3cccc(c23)C(=O)N1c1ccccc1Cl	-7.4	1	-5	i	1	-0.8	1.3	-37	-12
23	O=C(c1ccccc1)N1CCN(S(=O)(=O)c2ccccc2)CC1	0.3	4	-5	i	1	-0.1	0.4	-3	-1
24	COc1c(/C=N/NS(=O)(=O)c2ccc(C)cc2)c(CCN(C)C(C)=O)cc2c1OCO2	0.9	6	2	8.1	-2	-0.6	1.1	5	i
25	CCOC(=O)C(=CNc1cccc(C)n1)C(=O)OCC	-0.1	0	0	i	1	-1.5	x	2	-2
26	COc1ccc(Cc2nnc(NC(=O)c3cccs3)s2)cc1	x	-1	x	-13	-4	1.8	x	4	-12
27	CC(C)(C)C(=O)Nc1ccc(C(=O)N/N=C/c2ccccc2OC(=O)c2ccc(Cl)cc2)cc1	-0.4	29	2	i	-1	-0.2	x	5	x
28	O=C(c1ccccc1NS(=O)(=O)c1ccc(F)cc1)N1CCCC1	-0.3	-6	-2	i	0	1.5	x	0	-4
29	COC(=O)C(Cc1ccc(O)cc1)NC(=O)c1ccccc1OC (stereo unspecified)	0.5	-4	-5	10	2	1.3	x	-1	-15
30	COc1ccc(CCN(C)C(=O)c2ccc(S(=O)(=O)NCc3ccco3)cc2)cc1OC	0.0	9	-2	-0.2	-3	-0.1	x	-1	4
31	COc1ccc(-c2nnc3cccc(Cl)n23)c(OC)c1	-2.4	-13	10	-7.7	-1	-1.1	2.0	4	8
32	COc1ccc(OC)c(C(=O)C2COC(=O)C2)c1 (stereo unspecified)	-0.3	-1	-5	i	3	0.7	x	1	-15
33	Cc1cc(C)cc(NC(=O)c2sc3nc(C)cc(C)c3c2N)c1	-0.7	5	8	2.3	1	-1.6	0.8	8	9
34	NC(=O)c1cc(S(=O)(=O)NCCCc2ccco2)cs1	0.1	2	-1	-0.4	-4	-1.2	-1.0	3	-11
35	COc1ccc(NC(=O)CSC2=NC(=O)CC(C)=N2)cc1	-0.1	4	1	-3.1	1	0.0	0.6	12	-10
36	COc1ccccc1CN1CCNC(=O)C1CC(=O)N(C)Cc1nc(C)cs1 (stereo unspecified)	-0.9	8	-3	-0.1	-2	-0.6	0.7	-5	8
37	C=CCn1c(SCC(=O)N(CC)C2CCS(=O)(=O)C2)nc2ccccc2c1=O (stereo unspecified)	-0.8	1	1	-3.1	1	-0.7	1.0	-6	8
38	O=C(NCc1ccc2c(c1)OCO2)C(=O)NCC1OCCCN1S(=O)(=O)c1cc(F)ccc1F (stereo unspecified)	-2.3	-3	2	i	-6	-1.3	-1.2	1	7
39	O=C(CSc1ccc2ccccc2c1)NCCc1ccc(O)c(O)c1	-0.4	-1	1	i	0	1.7	-5.9	5	15
40	CCc1ccccc1Nc1nc(N)nc(COC(=O)c2cccn2C)n1	-1.0	11	0	-0.2	0	-0.6	x	1	12
41	CCN1CCN(/C=N/c2nc(C)cs2)CC1	-1.0	0	-3	-6.7	5	0.4	1.1	11	x
42	COCCN1C(=O)c2ccccc2C(C(=O)Nc2ccc3c(c2)OCCO3)C1c1ccc(F)cc1 (stereo unspecified)	3.0	11	0	-0.4	0	0.5	x	2	-10
43	COc1ccc([N+](=O)[O-])cc1NC(C)C	1.7	-2	0	-0.8	-1	-0.4	0.3	-9	-10
44	Cc1nc2scc(C)n2c(=O)c1S(=O)(=O)NCc1ccccc1	-2.3	0	0	i	3	-0.2	1.7	8	-1
45	Cc1ccc(C)c(NC(=S)NCCN2CCOCC2)c1	-0.8	7	-3	1.0	-1	-1.2	x	-6	-12
46	CN1CC2(Cc3c1ccc1ccccc31)C(=O)OC(C)(C)OC2=O	2.8	-5	-1	i	6	1.5	x	-16	-3
47	O=C(Nc1ccccc1)c1ccc(NCc2ccco2)c(S(=O)(=O)N2CCOCC2)c1	-0.1	-7	-4	-0.3	0	-1.5	x	10	1
48	CN1CCN(NS(=O)(=O)c2ccc(Cl)s2)CC1	-0.7	-1	-2	i	-1	0.0	-3.1	3	-21
49	c1cn(CCCNC2CCCCCCC2)cn1	-1.9	3	13	i	x	-2.0	-0.4	-3	1
50	O=C(O)CCC(NC(=O)OCc1ccccc1)C(=O)O (stereo unspecified)	0.3	2	-5	i	0	0.5	x	1	-3

(further entries)
item	smiles	BoNT-A LC inh2	Y pestis TopoI	Anthrax LF inh2	Vc quorum ag	3CLpro inhibitor	PfHsp40 yeast	TcdB inh	PrPC surface inh	PriA SSB inh
51	c1ccc(C(c2ccccc2)c2ccn[nH]2)cc1	-14	12	-2	i	-7	4.2	1.8	10	6
52	Cc1ccccc1NC(=O)Cc1nc(-c2c[nH]c(C(=O)N3CCCC3)c2)cs1	-0.5	9	-6	-2.1	x	-0.6	-0.1	13	-2
53	CCCCOc1ccc(C(=O)NCC(=O)NNC(=O)c2ccco2)cc1	-0.1	-2	4	i	x	0.0	2.1	6	-8
54	CN(C)c1ccc(NC(=O)Nc2ccc3c(c2)c(=O)n(C)n3-c2ccccc2)cc1	0.2	10	-11	-0.4	x	x	-2.0	2	x
55	COc1cccc(N/C(SCc2cccc([N+](=O)[O-])c2)=C(/C#N)C(N)=O)c1	-0.5	32	-6	-0.4	4	0.1	7.3	-1	-12
56	CC(C)(C)Cc1nnc(NC(=O)c2cc(-c3ccccc3)nc3ccccc23)s1	0.2	7	-1	-0.3	-1	0.4	x	1	-15
57	COc1ccc(/C(C)=N/NC(=O)c2nc(C)cc(C)n2)cc1	-0.3	1	2	-11	1	-0.5	x	-9	x
58	Cc1ccc(C(=O)N2CCN(CCNC(=O)C(=O)Nc3ccc(Cl)cc3)CC2)cc1	0.3	5	0	i	0	0.2	4.2	-2	9
59	CC(C)=CCN1CCN(CCCn2cccn2)CC1CCO (stereo unspecified)	-0.6	1	-1	i	0	-0.4	x	-2	-17
60	CCOC(=O)c1cc(C#N)c(NCc2ccccc2)nc1C	-1.1	-2	-3	1.4	-1	0.1	x	-2	-10
61	CCc1ccc(OCC(=O)O/N=C(\N)c2cccnc2)cc1	3.5	-1	-2	i	2	x	6.1	-6	i
62	CC1CSc2nc3sc4c(c3c(=O)n21)CCCC4 (stereo unspecified)	0.4	1	-2	-0.6	3	0.2	x	-10	1
63	Cc1ccc(C(=O)NCC(=O)N2CCCCCC2)cc1	-0.8	-3	-1	-0.4	4	0.2	0.8	-4	-15
64	O=C(COC(=O)Cc1ccc([N+](=O)[O-])cc1)NCc1ccc2c(c1)OCO2	0.3	3	0	i	x	-0.5	1.8	-4	5
65	Cc1ccccc1N(C)S(=O)(=O)c1ccc2[nH]cc(C(=O)NCC3CCCO3)c(=O)c2c1 (stereo unspecified)	0.1	7	0	-0.6	0	-0.3	x	x	7
66	O=C(CC1CCC1)Nc1cccc2c([N+](=O)[O-])cccc12	-2.5	-3	14	0.4	x	x	1.8	-27	-3
67	CC12COC3(C(N)=O)CC1CCC32C (stereo unspecified)	-0.2	2	0	-0.1	-1	-0.8	-0.9	2	-4
68	CCN(CC)c1ccc(Nc2cc3n(c(=O)n2)CCc2cc(OC)c(OC)cc2-3)cc1	-3.0	2	-12	i	-7	-0.2	1.4	0	32
69	CCOC(=O)c1ccc(N2Cc3ccccc3C2=NC(=O)c2cccs2)cc1	1.3	15	-2	3.6	-2	-0.5	x	-4	7
70	CC(Sc1nc(N2CCOCC2)nc(N2CCOCC2)n1)C(=O)Nc1ccccc1 (stereo unspecified)	-1.7	0	-8	1.4	-2	-0.3	x	-6	-10
71	Cc1ccc(C(=O)CCC(=O)N2CCC(C(N)=O)CC2)s1	-0.4	0	-5	-0.3	x	-0.3	0.3	0	-4
72	CCOC(=O)[C@@H]1[C@H]2COc3ccccc3[C@@H]2N2C(=O)N(c3ccccc3)C(=O)[C@@]12C	-0.1	2	8	0.6	-1	0.2	x	x	-2
73	CN(C(=O)c1ccc2c(=O)n3c(nc2c1)CCCCC3)c1ccccc1F	0.1	7	0	i	3	-0.4	2.2	7	-5
74	CCOc1ncccc1C(=O)OCC(=O)c1ccccc1Br	-0.8	1	-5	i	3	1.4	0.9	-8	-23
75	Cc1ccc(C)c(OCCC(=O)NCCc2ccc(S(N)(=O)=O)cc2)c1	1.4	8	-4	-0.8	-1	-0.7	0.8	5	-24
76	CSc1nsc(SC)c1C(=O)NCCNS(=O)(=O)c1ccc(C)cc1	0.1	14	0	i	-2	-2.1	x	9	-7

Filtered by structure, the compounds so far with a cyano group.
item	smiles	BoNT-A LC inh2	Y pestis TopoI	Anthrax LF inh2	Vc quorum ag	3CLpro inhibitor	PfHsp40 yeast	TcdB inh	PrPC surface inh	PriA SSB inh
4	Cc1cccc(-n2ncc(C#N)c2N)c1	-0.3	1	-1	-0.5	-6	-0.2	x	2	-2&-17
55	COc1cccc(N/C(SCc2cccc([N+](=O)[O-])c2)=C(/C#N)C(N)=O)c1	-0.5	32	-6	-0.4	4	0.1	7.3	-1	-12
60	CCOC(=O)c1cc(C#N)c(NCc2ccccc2)nc1C	-1.1	-2	-3	1.4	-1	0.1	x	-2	-10

Only Y pestis TopoI, Anthrax LF inh2 and TcdB inh, for two of the compounds above:
cpd	Compound	Y pestis TopoI	Anthrax LF inh2	TcdB inh
58	Cc1ccc(C(=O)N2CCN(CCNC(=O)C(=O)Nc3ccc(Cl)cc3)CC2)cc1	5	0	4.2
76	CSc1nsc(SC)c1C(=O)NCCNS(=O)(=O)c1ccc(C)cc1	14	0	x

An excerpt (hit frequency here may not be typical).
